Screening data as filed in PubChem BioAssay.
p53null 32C tox: p53 null cell cytotoxicity, permissive temperature | H1299-neo p53 null cells, ATP luminescence, 24 h, 32C | Potency, µM (series often up to 46.1 µM), without a hit: at the top dose activity change, negative = cytotoxicity, hits mostly cytotoxic | 55,000 compounds, 0.62% hits | AID 903;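 note: 0% = DMSO only and -100% = full killing by 100 µM tamoxifen; nearly all actives have a fitted effect of over 55% in size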
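H1299-neo, 600 cells/well; overnight 37C; cpd up to 46 uM, 24 h at 32C; ATPlite luminescence after 20 min RT; normalized to DMSO (0%) and tamoxifen 100 uM (100% kill); Hill-fit AC50.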
p53null 39C kill: kills p53 null cells at the nonpermissive temperature; 55,000 compounds, 0.97% hits; Potency, µM (top dose mostly 46.1 µM), for the others: at the top dose activity, negative = cell killing, hits mostly cytotoxic; AID 904; H1299 p53-null (neo) cells, 39C, ATPlite viability, 24 h;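 note: 0% = DMSO only and -100% = full killing by 100 µM tamoxifen; nearly all actives have a fitted effect of over 50% in size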
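Following overnight plating at 37C (600 cells/well), H1299-neo or H1299-p53A138V cells are dosed up to 46 uM. Incubation lasts 24 hr at 39C before ATP detection.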
* marks the source's active call; other numbers are inactive results; ? = inconclusive; [ ] = dose if it differs, or a comment. Calls come from the whole dose curve; as a rule, active = well fitted cell-killing curve with a large enough effect; inconclusive = small, poorly fitted or top-dose-only effect; inactive = no such curve, though single readings can be large or run the other way. Potency is the fitted concentration of half-maximal effect. A portion of the library. The share of hits here may be higher or lower than overall.

SMILES	p53null 32C tox	p53null 39C kill
Cn1nnnc1SCC(=O)Nc1ccc(Br)cc1Cl	-11%	7%
Cc1ccc(S(=O)(=O)N(CC(=O)N2CCCCC2)c2cccc(C)c2)cc1	2%	-8%
O=C(CC1C(=O)N(c2ccccc2)C(=S)N1c1ccccc1)c1ccc(Br)cc1 (stereo not given)	-2%	27%
CCSc1nc2cc(C(=O)OC)ccc2c(=O)n1CC	8%	-4%
CCOc1ccccc1NS(=O)(=O)c1ccc(OC)c(OC)c1	-1%	-7%
CCOC(=O)CCSc1nc(C)c2cc(C)c(C)cc2n1	-13%	2%
Cc1ccc(C)c(NC(=S)NNC(=O)c2csc(C(C)C)c2)c1	1%	-20%
CCn1c(SCC(=O)Nc2cccc(F)c2)nc2c(c1=O)SC(C)C2 (stereo not given)	12%	24%
CCOC(=O)c1c(C)noc1CP(=O)(c1ccccc1)c1ccccc1	-14%	29%
CC1(C)Cc2nc3sc(C(=O)NCCO)c(N)c3cc2CO1	-22%	-26%
C=C(C)c1cccc(C(C)(C)NC(=O)Nc2ccc(C)cn2)c1	-5%	-3%[1.84 µM]
Cc1ccc(NCN2C(=O)C3CC=CCC3C2=O)cc1 (stereo not given)	9%	39%[activator]
COc1ccc(C(=O)Nc2nc(-c3cccs3)c(NC(C)=O)s2)cc1	9%	21%
Cc1cc(=O)n2c(nc3ccccc32)[nH]1	-2%	1%
CCN1CCN(C(c2ccccc2)c2nnnn2Cc2ccccc2)CC1 (stereo not given)	-4%	-14%
CCN1C(=O)N(CC)C2C1N(C(C)=O)C(=O)N2C(C)=O (stereo not given)	7%	25%
COc1cc(NC(=O)c2onc(C)c2Cl)c(OC)cc1Cl	-1%	6%
O=C(Nc1ccccc1N1CCCC1)c1cccnc1Cl	6%	1%
CC(=O)c1cccc(NC(=O)C2CCN(S(=O)(=O)c3ccc(C)cc3)CC2)c1	-3%	-2%
CCOc1ccccc1N(CC)C(=O)Cn1ncc2c(=O)oc3ccccc3c21	12%	15%

Retrieved by compound from above, 4 records:
SMILES	p53null 32C tox	p53null 39C kill
Cc1cc(=O)n2c(nc3ccccc32)[nH]1	-2%	1%
Cc1ccc(S(=O)(=O)N(CC(=O)N2CCCCC2)c2cccc(C)c2)cc1	2%	-8%
CCn1c(SCC(=O)Nc2cccc(F)c2)nc2c(c1=O)SC(C)C2 (stereo not given)	12%	24%
O=C(CC1C(=O)N(c2ccccc2)C(=S)N1c1ccccc1)c1ccc(Br)cc1 (stereo not given)	-2%	27%

Additional results
SMILES	p53null 32C tox	p53null 39C kill
CCn1cc(NC(=O)Nc2ccc(OC)c(OC)c2)c(C(N)=O)n1	-5%	3%
O=C(Nc1ccccc1C(F)(F)F)c1cc(-c2ccccc2O)on1	-6%	2%
Cc1ccccc1C(=O)OCCCN=C1NS(=O)(=O)c2ccccc21	13%	18%
O=C(Nc1cccc(NC(=O)c2cccnc2Cl)c1)c1ccco1	2%	13%
CCN(c1ccccc1)c1cc(C)nc2ncnn12	-12%	7%
C=C(C)Cc1c(C)nc(-c2ccccc2)[nH]c1=O	14%	10%
O=C(NC1CCCCC1)C(c1ccc(F)cc1)N(Cc1ccc2c(c1)OCO2)C(=O)c1cnsn1 (stereo not given)	8%	6%
O=C(CSc1nc2ccccc2c(=O)n1-c1ccc(F)cc1)Nc1ccc(N2CCOCC2)cc1	4%	0%
CCCNc1cc(C)c(C#N)c2nc3ccccc3n12	0%	18%
CC(C(=O)Nc1ncn[nH]1)N1C(=O)c2ccccc2C1=O (stereo not given)	-6%	3%
O=C(Nc1ccccc1Cl)NC1(C(=O)N2CCCCC2)CCCCC1	6%	7%
Cc1ccc2c(c1)N1C(=O)c3ccccc3C1C1=C(CC(C)(C)CC1=O)N2 (stereo not given)	-4%	-12%
CCOC(=O)c1cnc2ccc(C)cc2c1NCCO	-3%	2%
CC1(C(=O)CSc2nc3ccccc3[nH]2)CCC(=O)O1 (stereo not given)	-2%	3%
COc1ccc(-c2cc(C(F)(F)F)nc(SCCC(=O)NCc3ccco3)n2)cc1	6%	-3%
O=C(O)C1C2C=CC3(CN(Cc4ccncc4)C(=O)C13)O2 (stereo not given)	5%	-5%
Cc1cc(C)cc(-n2nnnc2SCC(=O)N2CCOCC2)c1	-4%	17%
CCC(=O)N1CCN(c2ccc(NC(=O)c3cc4ccccc4o3)cc2)CC1	9%	-6%
COC(=O)c1[nH]c2cccc(C)c2c1NC(=O)CN1CCCc2ccccc21	1%	6%
Cc1nc2ccc(Cc3ccc4nc(C)[nH]c4c3)cc2[nH]1	-9%	-9%
COc1ccccc1-c1cc(N)n(S(=O)(=O)c2ccc(F)c(C)c2)n1	-3%	-12%
Cc1ccc(-c2nnn(CC(=O)N(CC(=O)NC3CCCC3)c3ccc(F)c(Cl)c3)n2)o1	-11%	-1%
Cc1ccc(C(=O)NC(=S)/C=C2\N(C)c3ccccc3C2(C)C)cc1	5%	5%
CCCCN(C)C(=O)c1ccc(CS(=O)(=O)c2ccccc2C)o1	7%	12%
c1ccc2c(CCNc3ncnc4nc[nH]c34)cccc2c1	21%	19%
Cn1c(=O)cc(OCCCC(=O)N2CCCCC2)c2ccccc21	-1%	-7%
CCOC(=O)N1CCN(CCC(=O)Nc2ccc(OC(F)(F)F)cc2)CC1	-1%	9%
O=C(CN1CCC(n2nnc3cc(F)ccc32)CC1)NCCc1ccccc1	10%	5%
CCC(Sc1nnnn1-c1ccccc1)C(=O)Nc1nc2ccccc2s1 (stereo not given)	1%	-20%
O=C(CN(Cc1ccco1)C(=O)c1cc(=O)[nH]c2ccccc12)Nc1ccccc1Br	9%	7%
Cn1ncc(Br)c1C(=O)OCC(=O)Nc1nc(-c2ccccc2)cs1	-13%	-10%
O=C(Cn1cnc2c(cnn2-c2ccc(F)cc2)c1=O)N1CCCc2ccccc21	-3%	8%
CCc1cccc(CC)c1NC(=O)COn1nnc2ccc(C(F)(F)F)cc21	11%	14%
O=C(CSc1nnc(CNc2ccc(F)cc2)n1CC1CCCO1)Nc1ccccc1 (stereo not given)	3%	5%
COc1ccccc1NC(=O)CC(NC1CCCCC1)C(=O)O (stereo not given)	-7%	-13%
CCCCCCC1CC(C)(C(=O)CNc2nncs2)OC1=O (stereo not given)	2%	0%
Cc1cc(N2CCN(C(=O)c3ccco3)CC2)n2ncnc2n1	-11%	-5%
Cc1ccccc1OCc1nc2ccccc2c(=O)n1/N=C/c1ccco1	-7%	-21%
COc1ccc(/C=N/O)cc1COc1ccc(NC(C)=O)cc1	-16%	-11%
CCOC(=O)C1=C(SCC)c2cc3c(n2C1=O)CCCC3	-17%	-27%
COc1ccc(C(c2c(C)[nH]n(C(N)=S)c2=O)C(C#N)C#N)cc1 (stereo not given)	5%	27%
COc1cccc(C(C(=O)NC2CCCC2)N(Cc2ccccc2OC)C(=O)c2ccco2)c1 (stereo not given)	10%	20%
C=CCOc1c(Br)cc(CNc2nccs2)cc1OC	6%	0%
COc1ccc(CN2C3CCCC2CC(NC(=O)Nc2cccc(C)c2)C3)cc1 (stereo not given)	-9%	2%
CN(Cc1ccccc1)C(=O)CN(Cc1ccccc1)S(C)(=O)=O	-10%	24%
O=C1Nc2ccccc2CCC1Sc1nnc(-c2ccc(Cl)cc2)s1 (stereo not given)	2%	-11%
COc1cc(NC(=O)c2ccc(F)cc2)c(OC)cc1Cl	-6%	7%
COc1cc(NC(=O)C2=C(N3CCOCC3)/C(=C\c3ccc(Br)cc3)CC2)cc(OC)c1OC	0%	2%
CCCNC(=O)c1ccccc1NS(=O)(=O)c1ccc(OC)c(OC)c1	-2%	2%
CCC(=O)NC(Nc1cc(C)cc(C)n1)(C(F)(F)F)C(F)(F)F	-8%	23%
CCCCNC(=S)NNC(=O)c1csc(C)c1	-3%	5%
O=C(NC1CCCCC1)C(c1ccccc1)N(Cc1ccco1)C(=O)Cn1cnc2ccccc21 (stereo not given)	-3%	12%
O=C1CC(N2CCCCC2)C(=O)N1c1ccccc1 (stereo not given)	3%	3%
Cc1cc(=O)oc2cc(OCC(=O)N3CCOCC3)ccc12	17%	41%[activator]
CCOC(=O)N1CCN(c2cc(=O)n(Cc3ccc(F)cc3)c(=O)[nH]2)CC1	5%	7%
c1ccc(CCn2c(SCc3ccccc3)nnc2-c2ccncc2)cc1	-13%	9%
Clc1ccccc1-c1nnc2sc(-c3ccccn3)nn12	6%	12%
CSC(=Nc1ccccc1)C1=C(O)COC1=O	-4%	16%
COc1cccc2cc(C(=O)N3C(C)CCCC3C)c(=O)oc12 (stereo not given)	-2%	-7%
COC(=O)C1=C(CSc2nc3c(cc2C#N)CN(C)CC3)OC(N)=C(C#N)C1c1ccc(F)cc1 (stereo not given)	4%	10%

Another view of 3 compounds above:
| Molecule | p53null 32C tox | p53null 39C kill |
| --- | --- | --- |
| COc1ccc(CN2C3CCCC2CC(NC(=O)Nc2cccc(C)c2)C3)cc1 (stereo not given) | -9% | 2% |
| CN(Cc1ccccc1)C(=O)CN(Cc1ccccc1)S(C)(=O)=O | -10% | 24% |
| O=C1Nc2ccccc2CCC1Sc1nnc(-c2ccc(Cl)cc2)s1 (stereo not given) | 2% | -11% |

Additional structures follow.
SMILES	p53null 32C tox	p53null 39C kill
O=C(N/N=C/c1cccc([N+](=O)[O-])c1O)c1cccs1	?	-19%
CC(C)(C)OC(=O)N1CCOCCOCCNCCOCCOCC1	-4%	37%
CC(OC(=O)c1ccccc1Br)C(=O)Nc1nc(-c2cccc([N+](=O)[O-])c2)cs1 (stereo not given)	8%	5%
COc1cccc(CSc2nc3ccccc3[nH]2)c1	?	?
CCCCCCCCNC(=O)/C(C#N)=C/c1ccccc1[N+](=O)[O-]	-3%	-1%
CCOC(=O)N1CCN(S(=O)(=O)c2cc(C)c(C)cc2C)CC1	-4%	-7%
Cc1ccc(C)c(OCC(=O)NCCNC(=O)COc2cc(C)ccc2C)c1	-10%	-2%
CCOC(=O)/C(C(N)=NC(C)C)=C(\O)c1ccccc1	16%	-7%
O=C1Nc2c(c(=O)[nH]c(=O)n2-c2ccccc2F)C(C(F)(F)F)(C(F)(F)F)N1	46%[activator]	4%
O=C1/C(=C/c2cccs2)COc2ccccc21	-7%	2%[1.84 µM]
CCn1c(Cc2ccccc2)nnc1SCC(=O)Nc1ccccc1N1CCOCC1	7%	15%
CS(=O)(=O)NCC(c1cccnc1)N1CCN(c2ccc(F)cc2)CC1 (stereo not given)	0%	-19%
Cc1ccc2cc(CN(Cc3ccco3)C(=O)NC3CCCCC3)c(=O)[nH]c2c1C	3%	10%
O=c1cc(CSc2nnc(-c3ccccc3)o2)c2ccccc2[nH]1	2%	-24%
CC(C)(C)N(C(=O)Cn1nnc(-c2ccc(F)cc2)n1)C(C(=O)NC1CCCC1)c1ccncc1 (stereo not given)	7%	14%
O=C(Nc1ccccc1C(=O)N1CCCC1)c1ccccc1	7%	-11%
O=C(O)c1c2c(nc3ccc(F)cc13)CCC2	-1%	-3%
O=C(NCc1cccs1)c1nc2c(nnn2Cc2ccccc2Cl)c(=O)[nH]1	22%	-17%
Cc1ccc(-n2nnc3c(SCC(=O)NCc4ccco4)ncnc32)cc1	-17%	-13%
CCCOc1ccc(C(O)(CCC)CCN2CCCCC2)cc1 (stereo not given)	0%	5%

The last 5 records of the section before open the next one:
SMILES	p53null 32C tox	p53null 39C kill
O=C(Nc1ccccc1C(=O)N1CCCC1)c1ccccc1	7%	-11%
O=C(O)c1c2c(nc3ccc(F)cc13)CCC2	-1%	-3%
O=C(NCc1cccs1)c1nc2c(nnn2Cc2ccccc2Cl)c(=O)[nH]1	22%	-17%
Cc1ccc(-n2nnc3c(SCC(=O)NCc4ccco4)ncnc32)cc1	-17%	-13%
CCCOc1ccc(C(O)(CCC)CCN2CCCCC2)cc1 (stereo not given)	0%	5%
Cc1nnc(NC(=O)CSc2nnc(C)n2Cc2ccccc2)s1	-4%	-7%
c1ccc2c(N3CCOCC3)nc(-c3ccncc3)nc2c1	-15%	-16%
Cn1c(N2CCN(C(=O)Nc3ccc(F)cc3)CC2)nc2ccccc21	2%	2%
CCOC(=O)c1cnc(-n2nc(C)cc2C)nc1NC(C)c1ccccc1 (stereo not given)	19%	-1%
Cc1ccc(C(=O)Nc2ncc(Cc3ccc(SC(F)F)cc3)s2)cc1	17%	7%
COc1ccccc1C(=O)N1CCN(c2nc3cc(C)c(C)cc3cc2C#N)CC1	-5%	-20%
O=C(c1cccc(COc2cccc3ccccc23)c1)N1CCCC1	-15%	14%
CC(=O)OCc1nc2sc3c(c2c(=O)[nH]1)CCCC3	-6%	11%
CCOc1ccc(C(=O)N2CCCC2)cc1	12%	-2%
CCOc1ccc(-c2nnn(CC(=O)NCc3ccc4c(c3)OCO4)n2)cc1	-9%	-8%
CCCCCNC(=O)CCn1c(=O)oc2ccccc21	-10%	-8%
CCCC(=O)Nc1nc2ccc(S(=O)(=O)N3CCCCC3)cc2s1	18%	-7%
CCOC(=O)c1[nH]c2ccc(OC)cc2c1NC(=S)N1CCN(c2ccccc2)CC1	5%	-5%
O=C(COc1ccc(-c2nnc(N3CCCCC3)c3ccccc23)cc1)N1CCCCC1	-1%	-9%
COc1ccc(COC(=O)NNC(=O)c2ccc(OC)cc2)cc1	-15%	-9%
CCCCCOc1ccc(CSc2ncn[nH]2)cc1	-15%	-6%
COc1ccc(CC(=O)N2CCN(c3ccccn3)CC2)cc1	-8%	5%
CC(C)Sc1nnc(CNC(=O)C23CC4CC(CC(C4)C2)C3)n1C1CCCCC1	3%	-7%
CC(=O)c1cnc2cc(-c3ccc(C)cc3)nn2c1C	-25%	-13%
